# DTT redox prof – compounds producing H2O2 with reducing agent – biochemical, NIH compound library profiling, artefact control for MLSCN library redox annotation, primary screen | DTT-dependent redox cycling H2O2, phenol red/HRP absorbance; 100% = 100 µM peroxide control, 0% = buffer | activation, % at 10 µM | actives 0.03% (n = 200,000) | AID 878, 2007;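 active = activation of at least 50% relative to the plate's high and low controls in the primary single-dose screen; inactive = activation below 50%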;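 note: compound incubated with DTT at 0.8 mM final as the reducing agent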
# STAT1 act – STAT1 signaling activators, primary screen, cell-based, HTS, luciferase reporter. activation (% of control), % at 5.5 µM. NIH 3T3 STAT1-luciferase reporter, IFN-gamma, luminescence; 100% = IFN-gamma alone, no compound. actives 2.6% (n = 200,000);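 active = activation above the screen-wide mean activation plus 3 SD, cut at about 130% in these data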;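 note: raw ratio to IFN-gamma control signal so 100% means no change and 0% no light; values of inactives mirror those of a sister screen read the other way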
# STAT1 blocker – STAT1 signaling inhibitors, primary screen, cell-based, HTS, luciferase reporter; NIH 3T3 STAT1-luciferase reporter, IFN-gamma, luminescence; inhibition, % at 5.5 µM; actives 0.35% (n = 200,000); AID 920, 2007;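 active = inhibition above a set limit, the mean inhibition across all tested compounds plus 3 SD, cut at about 34% in these data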;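 note: 0% = IFN-gamma with DMSO and 100% = IFN-gamma with 300 µM nifuroxazide; values of inactives mirror those of a sister screen read the other way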
# APP 5'UTR act – activators of APP 5'UTR luciferase reporter, primary screen, SH-SY5Y cells; SH-SY5Y APP 5'UTR luciferase reporter, luminescence; zero percent = DMSO vehicle wells; activation, % at 2 µM; actives 1% (n = 190,000); AID 1276, 2008;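 active = activation above a set limit, based on mean plus 3 SD of controls, cut at about 140% in these data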; note: values of inactives mirror those of a sister screen read the other way
# NF-kB expr up – activators of NF-kB expression in neurons, primary screen, cell-based, HTS; human neuronal cells, NF-kB reporter expression; stronger effect = higher value; actives 1.6% (n = 190,000); AID 1239, 2008; fold change at 12.5 µM; in the data active = fold change above about 3.3
# STAT3 blocker – IL-6 driven STAT3 reporter inhibitors, primary screen, U3A cells, luciferase, luminescence, MLSCN library; IL-6 STAT3-luciferase reporter; host cell line lacks STAT1; inhibition, % at 5.5 µM; AID 862, 2007; actives 0.89% (n = 190,000);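 active = inhibition above the mean inhibition across all screened compounds plus 3 SD, cut at about 44% in these data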;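 note: 0% = DMSO only wells and 100% = 100 µM nifuroxazide control wells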
# HMGR II inh – inhibitors of E. faecalis class II HMGR, primary screen, biochemical, Enterococcus faecalis; purified E. faecalis HMGR, NADPH absorbance 340 nm kinetic; HMG-CoA reductase (Enterococcus faecalis, mvaE); actives 0.41% (n = 190,000); AID 1066, 2008; inhibition, % at 10 µM;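 active = inhibition above a set limit, the median over all tested compounds plus 3 SD, cut at about 9.5% in these data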;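 note: enzyme runs in reverse so mevalonate oxidation gives rising NADPH absorbance; 0% = complete reaction with DMSO and 100% = background rate lacking mevalonate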
# TLR4 MyD88 comp – inhibitors of TLR4-MyD88 association in cells, primary screen, cell-based, HeLa CL3-4, BLA complementation, FRET ratio | AID 861, 2007 | HeLa CL3-4 TLR4/MyD88 BLA complementation | actives 0.18% (n = 200,000) | Toll-like receptor 4 (Homo sapiens) + Myeloid differentiation primary response protein … | inhibition, % at 8.4 µM; in the data active = inhibition above about 25%;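 note: 0% = vehicle and 100% = reference inhibitor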
# Target sequence (O00206 whole entry, looked up): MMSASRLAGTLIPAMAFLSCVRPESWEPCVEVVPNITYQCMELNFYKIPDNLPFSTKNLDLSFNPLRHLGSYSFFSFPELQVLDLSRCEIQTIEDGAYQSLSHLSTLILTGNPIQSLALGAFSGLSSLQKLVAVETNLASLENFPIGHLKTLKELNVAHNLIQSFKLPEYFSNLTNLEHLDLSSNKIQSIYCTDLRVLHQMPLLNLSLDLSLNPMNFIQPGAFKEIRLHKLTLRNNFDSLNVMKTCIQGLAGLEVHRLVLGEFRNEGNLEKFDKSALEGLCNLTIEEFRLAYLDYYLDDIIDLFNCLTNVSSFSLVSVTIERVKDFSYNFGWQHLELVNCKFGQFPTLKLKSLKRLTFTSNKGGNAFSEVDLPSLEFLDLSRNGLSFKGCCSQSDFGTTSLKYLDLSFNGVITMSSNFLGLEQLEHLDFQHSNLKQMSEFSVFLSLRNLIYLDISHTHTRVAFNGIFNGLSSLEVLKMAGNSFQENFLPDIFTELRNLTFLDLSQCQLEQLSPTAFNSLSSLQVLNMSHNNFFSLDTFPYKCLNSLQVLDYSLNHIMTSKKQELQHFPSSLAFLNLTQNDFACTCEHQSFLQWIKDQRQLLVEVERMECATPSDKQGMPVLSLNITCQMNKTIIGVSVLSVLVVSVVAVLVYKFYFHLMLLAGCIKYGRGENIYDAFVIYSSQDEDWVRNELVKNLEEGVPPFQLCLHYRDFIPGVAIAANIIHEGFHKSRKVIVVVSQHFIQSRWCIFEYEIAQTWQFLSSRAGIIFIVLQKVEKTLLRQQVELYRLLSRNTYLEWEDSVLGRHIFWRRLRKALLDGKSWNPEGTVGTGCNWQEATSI
# Target sequence (Q99836 whole entry, looked up): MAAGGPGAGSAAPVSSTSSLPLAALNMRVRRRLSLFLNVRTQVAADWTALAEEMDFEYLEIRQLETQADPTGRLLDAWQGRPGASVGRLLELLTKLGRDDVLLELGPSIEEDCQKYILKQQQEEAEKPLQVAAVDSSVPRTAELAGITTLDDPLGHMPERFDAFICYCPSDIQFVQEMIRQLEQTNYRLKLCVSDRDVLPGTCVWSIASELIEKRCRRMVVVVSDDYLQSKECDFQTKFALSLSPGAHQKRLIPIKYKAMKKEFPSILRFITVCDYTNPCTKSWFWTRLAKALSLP
# STAT3 activator – IL-6 driven STAT3 reporter potentiators, primary screen, U3A cells, luciferase, luminescence, MLSCN library; IL-6 STAT3-luciferase reporter; 100% = signal with IL-6 EC80 alone; AID 871, 2007; actives 0.91% (n = 190,000); activation (% of control), % at 5.6 µM;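 active = activation above the screen-wide mean of compound activation plus 3 SD, cut at about 130% in these data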;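 note: 0% = background luminescence of wells with medium and substrate only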
#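 Material: human STAT1-deficient U3A cells with stable STAT3-luciferase reporter / Probe or stimulus: IL-6 stimulus at 33 ng/mL final / Schedule: 1 h compound pre-exposure, 6 h IL-6 stimulation, 37 °C / Technique: luminescence / Read-out basis: percent of IL-6-only median luminescence / Control set: IL-6-only high control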
# Hsp70 activator – Hsp70 transcriptional activators, primary screen, cell-based, HeLa, Hsp70 promoter luciferase, luminescence, 10 µM | HeLa Hsp70 promoter luciferase reporter; scaled: vehicle 0, proteasome-inhibitor control 100% | activation, % at 10 µM | AID 1203, 2008 | actives 0.04% (n = 200,000);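 active = activation above the mean across all tested compounds plus 3 SD, cutoff set per campaign, cut at about 5.5% in these data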;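 note: 100% = MG132 at 30 µM as the positive control and 0% = DMSO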
# Starred values were filed as active, the others as inactive; · = not tested or not shown.
# Every second line gives: DTT redox prof, STAT1 act, STAT1 blocker, APP 5'UTR act, NF-kB expr up, STAT3 blocker, HMGR II inh, TLR4 MyD88 comp, STAT3 activator, Hsp70 activator
COC(=O)Cn1c(SCc2ccccc2)nc2ccccc21
→ -0.2, 116.5, -18.1, -2.3, 2.18, 0.4, -3.4, -2.1, 104.6, -0.6
CCOC(=O)c1c(NC(=O)CN2C(=O)CN(C)C2=O)sc(C)c1C
→ -0.8, 96.3, 2.5, 1.1, 1.12, -4.1, -3.5, -6.8, 105.0, 0.0
O=C(O)C1CCCCC1C(=O)NCc1ccc2c(c1)OCO2 (configuration not stated)
→ -0.2, 96.2, 2.3, 8.5, 1.24, 4.3, -5.7, -0.8, 98.3, -0.2
CCOc1ccc(-n2ccnc2SCC(=O)Nc2nnc(C)s2)cc1
→ -0.6, 99.2, 0.8, 19.7, 1.42, 1.0, -7.8, 6.4, 102.4, -0.2
COC(=O)C1CCN(C(=O)COC(=O)COc2ccc(C#N)cc2)CC1
→ -1.7, 102.8, -5.0, -14.2, 1.3, -5.6, 1.4, 5.7, 107.9, -0.1
COc1ccc(CCNC(=O)c2ccc(Cl)c(S(=O)(=O)N(C)c3ccccc3)c2)cc1
→ 0.3, 93.2, 7.7, -8.2, 0.63, 4.4, 1.0, 4.8, 94.3, -0.3
O=C(C1=C[C@@H](c2coc3ccccc3c2=O)C[C@@H](OCc2ccc(CO)cc2)O1)N1CCOCC1
→ 0.6, 102.1, -0.7, 10.2, 0.79, ·, -0.4, -11.0, ·, -0.1
CCC(C)C(NC(=O)C1CCC(C)CC1)C(=O)NC1CCN(Cc2ccccc2)CC1 (configuration not stated)
→ -0.4, 92.7, 6.8, 12.0, 1.06, ·, -2.2, -20.1, ·, -0.2
COc1ccc(-c2noc(C(=O)NCc3ccc(F)cc3)n2)cc1OC
→ -2.7, 96.9, 1.3, 11.3, 1.1, -0.2, -8.5, 2.8, 106.5, -0.1
O=C(c1ccccc1)N1CCCC(C(=O)N2CCCCCC2)C1 (configuration not stated)
→ 0.2, 103.4, -3.8, -1.1, 0.88, 3.6, -0.5, -6.2, 97.6, 0.2
CC1CC(C)CN(CC(=O)Nc2ccc3c(c2)OCCO3)C1 (configuration not stated)
→ -0.7, 120.3, -22.3, 48.8, 0.85, 6.2, -4.8, -3.1, 98.5, 0.1
Cc1cc(/C=C(/C#N)C(=O)O)c(C)n1CCC(C)C
→ 0.0, 106.1, -6.9, -0.8, 1.22, -11.0, -3.2, 8.3, 106.8, -0.2
COCCOC(=O)c1c(NC(=O)CN2c3ccccc3CC2C)sc(C(N)=O)c1C (configuration not stated)
→ -2.8, 96.7, 1.1, 16.4, 0.91, 6.0, -2.4, -3.9, 96.6, 0.1
Cc1nc([N+](=O)[O-])c(Br)n1CC(=O)c1cccc([N+](=O)[O-])c1
→ 3.6, 91.1, 9.4, 7.4, 1.23, -10.1, 16.5*, 0.1, 113.2, -0.1
O=C(Cc1ccccc1)N/N=C/c1cccc([N+](=O)[O-])c1
→ 9.3, 94.2, 3.9, 13.0, 1.12, 10.3, -3.0, -0.8, 93.2, -0.3
O=[N+]([O-])c1cc(Br)c(O)c(C=Nc2ccc(N3CCOCC3)cc2)c1
→ -1.6, 106.4, -9.0, -32.7, 1.42, -0.8, -0.9, 12.5, 103.8, -0.1
COc1ccc(OC)c(NC(=O)CSC2=NCCS2)c1
→ 0.5, 109.1, -10.0, -16.7, 1.32, -1.5, -4.6, 12.0, 105.0, -0.4
CC(C)(C)OC(=O)COc1cc(O)c2c(=O)cc(-c3ccccc3)oc2c1
→ 0.4, 94.7, 5.8, -10.3, 0.8, 3.6, -6.8, 1.4, 93.6, 0.0
COC(=O)c1coc(-c2ccc(OC)cc2)c1C(=O)OC
→ 0.3, 111.9, -12.9, -12.8, 1.4, 8.5, -0.7, -3.1, 97.7, 0.0
CC(=O)Nc1ccc(OCC(O)CN2CCN(c3ccc(C)c(Cl)c3)CC2)cc1 (configuration not stated)
→ 0.1, 96.6, 3.7, -7.2, 0.86, 7.3, -5.6, -2.5, 92.8, -0.5
COc1ccc(/C=C(\CC(=O)O)c2nc3ccccc3s2)cc1O
→ 0.6, 96.9, 2.2, 14.4, 1.01, 2.9, -0.8, 5.2, 98.9, 0.0
O=C1CNCc2[nH]c3ccccc3c2N1c1ccccc1
→ 2.8, 105.0, -5.4, 9.9, 0.87, -7.3, -1.2, 1.8, 109.4, 0.0
COc1ccc(C/C(N)=N/n2cnnc2)cc1
→ -0.3, 98.5, 2.2, 29.7, 1.04, 3.0, -7.5, 0.1, 103.0, -0.4
COc1ccccc1C(OC(=O)c1cccs1)C(=O)NCc1ccco1 (configuration not stated)
→ 2.0, 110.6, -11.6, 1.8, 1.25, -2.6, -3.6, 2.4, 104.6, 0.0
O=P(CCNCc1ccco1)(c1ccccc1)c1ccccc1
→ 1.9, 101.8, -1.9, 16.7, 0.86, -1.5, -5.8, 0.4, 106.7, 0.0
N#C/C(=C\c1ccc[nH]1)C(=O)NC1CC1
→ 0.1, 97.1, 3.1, ·, 1.09, 17.6, 3.0, -3.8, 90.3, -0.1
c1ccc2nc3c(cc2c1)CCCCCC3
→ 0.0, 101.6, -1.8, 13.7, 1.14, 2.8, 0.2, 11.6, 103.7, -0.4
O=C(c1cc(-c2cccc(O)c2)on1)N1CCCCC1
→ -0.2, 85.0, 13.6, 196.2*, 6.02*, 38.6, -5.1, 0.4, 68.0, -0.3
O=C(CCN1C(=O)/C(=C\c2ccccc2Cl)SC1=S)N1CCN(c2ccccc2)CC1
→ -0.3, 96.6, 3.7, 1.0, 1.96, -5.5, -3.8, -0.5, 111.0, -0.2
Cc1ccccc1NC(=O)NCc1ccc2c(c1)OCO2
→ 0.0, 108.5, -10.7, 8.1, 1.17, -0.2, 4.8, 0.6, 101.3, -0.3

# An excerpt from above, limited to STAT1 blocker, TLR4 MyD88 comp and STAT1 act:
Compound	STAT1 blocker	TLR4 MyD88 comp	STAT1 act
COC(=O)c1coc(-c2ccc(OC)cc2)c1C(=O)OC	-12.9	-3.1	111.9
CC(=O)Nc1ccc(OCC(O)CN2CCN(c3ccc(C)c(Cl)c3)CC2)cc1 (configuration not stated)	3.7	-2.5	96.6
COc1ccc(/C=C(\CC(=O)O)c2nc3ccccc3s2)cc1O	2.2	5.2	96.9

# Filtered by structure, the entries above with two or more sulfur atoms
# Every second line gives: DTT redox prof, STAT1 act, STAT1 blocker, APP 5'UTR act, NF-kB expr up, STAT3 blocker, HMGR II inh, TLR4 MyD88 comp, STAT3 activator, Hsp70 activator
CCOc1ccc(-n2ccnc2SCC(=O)Nc2nnc(C)s2)cc1
→ -0.6, 99.2, 0.8, 19.7, 1.42, 1.0, -7.8, 6.4, 102.4, -0.2
COc1ccc(OC)c(NC(=O)CSC2=NCCS2)c1
→ 0.5, 109.1, -10.0, -16.7, 1.32, -1.5, -4.6, 12.0, 105.0, -0.4
O=C(CCN1C(=O)/C(=C\c2ccccc2Cl)SC1=S)N1CCN(c2ccccc2)CC1
→ -0.3, 96.6, 3.7, 1.0, 1.96, -5.5, -3.8, -0.5, 111.0, -0.2

# New compounds follow.
# Every second line gives: DTT redox prof, STAT1 act, STAT1 blocker, APP 5'UTR act, NF-kB expr up, STAT3 blocker, HMGR II inh, TLR4 MyD88 comp, STAT3 activator, Hsp70 activator
COc1ccc(C(=O)NCC(=O)OCc2ccc(F)cc2)cc1
→ -0.9, 109.0, -11.9, 10.0, 1.01, 13.8, -8.2, -7.9, 94.0, -0.2
CCOc1ccc(N(CC(=O)Nc2cccc(F)c2)S(=O)(=O)c2c(C)noc2C)cc1
→ -0.3, 86.7, 14.8, 6.5, 1.16, 3.1, -1.3, -2.1, 105.0, -0.1
COC(=O)c1cc(CSc2nnc(-c3ccccc3)c(-c3ccccc3)n2)oc1C
→ 2.9, 82.1, 19.5, 12.7, 0.73, 16.4, -1.9, -3.2, 87.5, -0.4
Cc1cc(C)c(S(C)(=O)=O)c(Oc2cccc(C(F)(F)F)c2)n1
→ -0.2, 96.1, 2.2, 5.0, 1.07, 7.4, -6.5, 11.0, 99.1, -0.1
COc1ccc(OC)c(Nc2cc(-c3ccccc3)nc(N)n2)c1
→ -2.3, 95.0, 5.4, -94.2, 2.78, -0.3, -8.0, -2.9, 102.5, 0.3
COc1ccc(Cl)cc1C(=O)N(Cc1nc(-c2cccc(C)c2)no1)C(C)C
→ -0.6, 99.7, 0.3, -9.6, 0.89, 0.5, -2.2, -6.3, 107.3, 0.1
CCOc1ccc(NC(=O)CN(C)C(=O)C2CCCC2)cc1OCC
→ -0.5, 99.2, -1.0, -2.4, ·, 14.6, -0.9, -2.6, 91.5, 0.3
COc1ccc(C(C(=O)NC2CCCCC2)N(C(=O)CCl)c2ccccc2Cl)cc1 (configuration not stated)
→ -0.3, 92.2, 8.6, 3.0, 1.12, 9.2, -5.2, 8.5, 95.0, -0.3
O=C(COC(=O)c1ccccc1Nc1cccc(C(F)(F)F)c1)NCc1ccco1
→ -2.2, 84.5, 11.4, 3.6, 1.27, 3.8, 3.1, 10.4, 105.2, 0.7
Cc1c(C(=O)OC(C)C(C)C[N+](C)(C)C)oc2ccccc12 (configuration not stated)
→ -1.5, 95.7, 4.7, -6.4, 0.91, 8.0, -2.6, 1.2, 98.2, -0.2
COc1ccc2c(c1OC)C(=O)N1N=C(c3ccc(-c4ccccc4)cc3)CC21 (configuration not stated)
→ -2.1, 105.7, -6.8, 16.4, 1.2, 13.7, -1.5, 1.1, 90.6, 0.2
